Assay outcomes deposited in PubChem BioAssay by National Center for Advancing Translational Sciences (NCATS).
WRN helicase inh: inhibitors of human WRN helicase. Potency, µM (series often up to 114 µM), inactives show top-dose activity change, negative = inhibition, usual class: inhibitors. 360,000 tested, 0.46% active. WRN helicase unwinding, fluorescent forked duplex, kinetic. Q14191. AID 651768; also: potency is read from the fitted curve at half-maximal effect; % is scaled to controls: 0 for no effect and ±100 for the full control effect; nearly all actives have a fitted effect of over 55% in size
Target sequence (Q14191 whole entry, looked up): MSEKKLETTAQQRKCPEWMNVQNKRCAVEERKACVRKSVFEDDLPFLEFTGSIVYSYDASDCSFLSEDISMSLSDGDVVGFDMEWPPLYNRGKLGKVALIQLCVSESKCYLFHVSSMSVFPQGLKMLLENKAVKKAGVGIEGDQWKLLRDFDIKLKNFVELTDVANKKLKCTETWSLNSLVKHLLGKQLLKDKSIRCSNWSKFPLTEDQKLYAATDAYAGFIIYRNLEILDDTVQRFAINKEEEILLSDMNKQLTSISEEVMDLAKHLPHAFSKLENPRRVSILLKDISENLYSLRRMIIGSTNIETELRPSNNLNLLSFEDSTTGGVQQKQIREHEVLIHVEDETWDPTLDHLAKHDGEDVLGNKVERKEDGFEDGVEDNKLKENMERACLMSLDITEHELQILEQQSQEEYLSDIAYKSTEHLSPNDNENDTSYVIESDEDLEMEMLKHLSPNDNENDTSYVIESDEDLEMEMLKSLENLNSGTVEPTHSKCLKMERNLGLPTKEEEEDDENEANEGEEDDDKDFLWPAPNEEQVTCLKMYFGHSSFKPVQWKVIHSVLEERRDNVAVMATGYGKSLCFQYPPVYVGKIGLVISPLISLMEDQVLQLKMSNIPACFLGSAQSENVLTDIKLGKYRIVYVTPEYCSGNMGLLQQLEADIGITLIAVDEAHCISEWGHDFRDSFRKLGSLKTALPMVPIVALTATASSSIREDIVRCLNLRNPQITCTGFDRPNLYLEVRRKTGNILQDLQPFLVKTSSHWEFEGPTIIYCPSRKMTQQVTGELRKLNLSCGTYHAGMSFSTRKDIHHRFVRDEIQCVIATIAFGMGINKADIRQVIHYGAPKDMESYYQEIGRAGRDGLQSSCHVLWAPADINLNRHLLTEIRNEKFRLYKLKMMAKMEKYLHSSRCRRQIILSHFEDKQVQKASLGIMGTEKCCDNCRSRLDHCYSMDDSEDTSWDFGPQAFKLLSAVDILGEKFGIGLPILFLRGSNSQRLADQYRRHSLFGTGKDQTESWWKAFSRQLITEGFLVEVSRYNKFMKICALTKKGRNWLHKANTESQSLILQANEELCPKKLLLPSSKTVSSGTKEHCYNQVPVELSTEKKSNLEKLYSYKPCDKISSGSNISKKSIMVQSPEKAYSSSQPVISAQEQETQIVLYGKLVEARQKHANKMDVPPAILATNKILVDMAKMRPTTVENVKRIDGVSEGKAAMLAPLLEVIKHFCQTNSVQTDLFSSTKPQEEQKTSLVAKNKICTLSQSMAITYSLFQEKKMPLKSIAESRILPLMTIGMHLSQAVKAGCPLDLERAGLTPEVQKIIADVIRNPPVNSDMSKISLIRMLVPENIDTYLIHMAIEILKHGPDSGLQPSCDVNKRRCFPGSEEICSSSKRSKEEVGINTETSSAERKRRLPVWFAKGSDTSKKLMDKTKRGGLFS
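WRN at 20 nM final preincubated with compound 15 min at room temperature; reaction started with 100 nM fluorophore/quencher forked duplex oligonucleotide and 2 mM ATP final. Unwinding followed kinetically by red fluorescence (ex 525, em 598 nm).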
CCT chaperon mod: cytosolic chaperonin activity modulation; purified chaperonin ATPase assay, HTRF ADP detection, 30 min; AID 651819; activity change, % (concentration not given with the values), hits read low; 360,000 tested, 0.3% active; in the data active = activity change below about -30%; also: % is scaled to controls: 0 for no effect and ±100 for the full control effect
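Nucleotide hydrolysis assay: TRiC at 20–40 nM final (set by batch activity) with 10 uM ATP, 30 min at 37 °C, in presence of 76 uM compound. Detection by competitive ADP HTRF, 30 min ambient.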
IL2 activator: activators of IL-2; IL-2 activation reporter assay, cell-based qHTS; stimulated with anti-CD3/CD4/CD28 beads; in transgenic mouse T cells; activation, % (series mostly up to about 46 µM); 360,000 tested, 0.065% active; in the data active = activation above about 50%; inconclusive = mostly about 30% to 49%; also: 0% is about no effect
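Readout is EGFP and DsRed signal by fluorescent plate cytometry after 18 h at 37 degrees C. Transgenic mouse T cells (750/well) received compound for 60 min before bead stimulation (anti-CD3, anti-CD4, anti-CD28); memory T cells served as non-tolerant control.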
EPAC1 agonist: EPAC1 (human) agonism | EPAC1 agonist qHTS, biochemical assay; response scale: 100% = response to 6.5 mM cAMP | Potency, µM (top dose mostly 154 µM), without a hit: top-dose activation, usual class: activators | 360,000 tested, 0.073% active; also: potency is read from the fitted curve at half-maximal effect; nearly all actives have a fitted effect of over 60% in size
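Read-out is the fluorescence drop as BODIPY-GDP leaves Rap1B (480 nm excitation, 540 nm emission), recorded every 5 minutes over 30 minutes. Reactions held 100 nM EPAC1, 250 nM Rap1B–BODIPY-GDP and 50 uM GDP, with 6.5 mM cAMP setting full activation.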
EPAC2 ag: agonists of human EPAC2 (RAPGEF4); EPAC2 activation, biochemical qHTS; response scale: 100% = 6.5 mM cAMP response; Potency, µM (highest dose often 154 µM), without a hit: at the top dose activation, usual class: activators; AID 720711; 360,000 tested, 0.079% active; also: potency is read from the fitted curve at half-maximal effect; nearly all actives have a fitted effect of over 50% in size
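Setup: EPAC2 100 nM, labeled Rap1B complex 250 nM, free GDP 50 uM. Compound titrations pinned in, brief spin, 5 min room temperature incubation. Kinetic fluorescence read over 30 min, normalized to 6.5 mM cAMP.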
PI5P4Ka inh: inhibitors of human PI5P4K alpha. P48426. 330,000 tested, 1.2% active. max response, %. PI5P4Kalpha enzyme, ADP-Glo luminescence, 60 min; hits give low values; active = max response of -50% or lower; inconclusive = between -30% and -50%; inactive = -30% or higher; also: value at the top dose of about 77 µM; % is scaled to controls: 0 for no effect and ±100 for the full control effect
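Human PI5P4Kalpha with substrate in 0.038 M HEPES pH 7.4, 0.28 mM EGTA, 0.1% CHAPS, 5% DMSO; reaction started with 5 microM ATP (final), 60 min at room temperature. ADP formed read by ADP-Glo luminescence.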
PLK1 PBD block: inhibitors of human PLK1 polo-box domain binding | Potency, µM, without a hit: max response, negative = inhibition, most hits filed as inhibitors | 360,000 tested, 2.8% active | P53350 | Plk1 PBD binding of FITC phosphopeptide, fluorescence polarization; also: potency is read from the fitted curve at half-maximal effect; series mostly up to about 57 µM; % is scaled to controls: 0 for no effect and ±100 for the full control effect; nearly all actives have a fitted effect of over 65% in size
EPAC1 antagonist: blocks human EPAC1 exchange factor; EPAC1 GEF assay, Rap1b-BODIPY-GDP exchange fluorescence; 360,000 tested, 0.14% active; Potency, µM (top dose mostly 115 µM), for inactives: at the top dose activity change, negative = inhibition, hits mostly inhibitors; O95398;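 also: potency is read from the fitted curve at half-maximal effect; plate controls were vehicle for no effect and positive control for full effect; nearly all actives have a fitted effect of over 50% in size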
Starred values were filed as active, the others as inactive; ? = inconclusive; / = no result given; [ ] = another dose, or the depositor's remark. Unless noted, calls follow the shape of the dose curve; as a rule, active = well fitted curve in the direction sought with a large enough effect; inconclusive = small, poorly fitted or top-dose-only effect, or another doubt; inactive = no such curve, though single readings can be large; an effect the other way counts as inactive or inconclusive.

SMILES	WRN helicase inh	CCT chaperon mod	IL2 activator	EPAC1 agonist	EPAC2 ag	PI5P4Ka inh	PLK1 PBD block	EPAC1 antagonist
CCN=C1SC(CC(=O)NC(C)C)C(=O)N1CC (stereo not drawn)	0%	-2.3	3.2	8%	5%	1	-6%	0%
O=C(CNCc1ccccc1)Nc1ccccc1-c1ccccc1	-8%	-0.4	0.4	1%	7%	-5	-10%	16%
COc1cc(OC)nc(Oc2cc(/C=N/O)ccc2OC)n1	-8%	1.5	-3.4	7%	5%	0	-3%	-9%
O=C(Cc1ccc(Cl)cc1)Nc1ccc(N2CCCC2)cc1	8%	-6.6	0.2	-6%	-8%	-7	3%	10%
O=S(=O)(c1ccccc1)c1nc(-c2cccs2)oc1NCCCn1ccnc1	-8%	1.7	-0.2	1%	-5%	4	-4%	4%
O=C(NC1CC1)c1sc2cc(F)ccc2c1Cl	-6%	2.4	-0.1	-12%	-3%	6	1%	-21%
COc1ccc(NC2=CC(c3cccc(OC)c3)N(c3ccc(OC)cc3)C2=O)cc1 (stereo not drawn)	6%	0.1	1.3	12%	1%	-2	-6%	-14%
COCC1CCN(C(=O)c2ccc(OC3CCN(Cc4ccccn4)CC3)cc2)C1 (stereo not drawn)	-30%	-2.3	-2.8	14%	-4%	8	-3%	-13%
CC(C)(C)c1ccc(C(=O)NC(CC(=O)O)c2ccc(OC3CCCC3)cc2)cc1 (stereo not drawn)	-18%	0.8	-1.1	-10%	-11%	-1	-15%	5%
Cc1cc(NC(=O)Cn2nc3c(cc2=O)CCCC3)ccc1Br	4%	1.3	0.7	-4%	3%	0	-7%	4%
COc1ccc(N2C(=O)C(CC(=O)Nc3ccc(Cl)cc3)N(NC(=O)c3cccc(F)c3)C2=S)cc1 (stereo not drawn)	-3%	-0.5	-1.1	8%	-6%	-3	-12%	-18%
CCC(=O)c1ccc(OCC(O)CN2CC(C)OC(C)C2)cc1 (stereo not drawn)	4%	-0.1	-2.8	5%	5%	1	-7%	19%
Cc1cc(Nc2ccc(F)cc2F)n2ncnc2n1	2%	0.1	0.0	0%	4%	-1	-8%	-12%
Cc1ccc(O)c(N=CC2=C(O)c3ccccc3C2=O)c1	-11%[11.6 µM]	-0.7	-2.5	0%	-7%	?	?	-20%
O=C(/C=C/c1cn(CC(O)CN2CCCCC2)c2ccccc12)c1ccccc1 (stereo not drawn)	-14%	-2.6	-0.2	-5%	8%	-8	11%	8%
Cc1noc(C)c1-c1ccc2nc[nH]c(=O)c2c1	/	/	0.5	-10%	7%	/	/	-27%
COc1ccc(CCN2CC(C(=O)NCCc3ccc(C(F)(F)F)cc3)CCC2=O)cc1 (stereo not drawn)	3%	0.2	0.8	-18%	-6%	4	0%	-16%
COc1ccc(-n2c(CN3CCN(c4ccccc4OC)CC3)nc3ccc([N+](=O)[O-])cc3c2=O)c(OC)c1	2%	-3.1	0.0	1%	6%	-1	-5%	-19%
C/C(=N\Nc1cccc(C(=O)O)c1)c1cc2ccccc2o1	-12%	0.6	1.7	7%	-7%	8	-13%	3%
CC(=O)c1ccc(N2CCN(C(=O)c3cc(-c4cccnc4)nc4ccc(Br)cc34)CC2)cc1	-6%	-3.3	1.8	1%	6%	-5	-4%	?

Among those listed so far, four have fluorine:
SMILES	WRN helicase inh	CCT chaperon mod	IL2 activator	EPAC1 agonist	EPAC2 ag	PI5P4Ka inh	PLK1 PBD block	EPAC1 antagonist
O=C(NC1CC1)c1sc2cc(F)ccc2c1Cl	-6%	2.4	-0.1	-12%	-3%	6	1%	-21%
COc1ccc(N2C(=O)C(CC(=O)Nc3ccc(Cl)cc3)N(NC(=O)c3cccc(F)c3)C2=S)cc1 (stereo not drawn)	-3%	-0.5	-1.1	8%	-6%	-3	-12%	-18%
Cc1cc(Nc2ccc(F)cc2F)n2ncnc2n1	2%	0.1	0.0	0%	4%	-1	-8%	-12%
COc1ccc(CCN2CC(C(=O)NCCc3ccc(C(F)(F)F)cc3)CCC2=O)cc1 (stereo not drawn)	3%	0.2	0.8	-18%	-6%	4	0%	-16%

As entered above:
CCT chaperon mod result of `O=S(=O)(c1ccccc1)c1nc(-c2cccs2)oc1NCCCn1ccnc1` = 1.7
PI5P4Ka inh result of `CCN=C1SC(CC(=O)NC(C)C)C(=O)N1CC` (stereo not drawn) = 1

The listing continues.
SMILES	WRN helicase inh	CCT chaperon mod	IL2 activator	EPAC1 agonist	EPAC2 ag	PI5P4Ka inh	PLK1 PBD block	EPAC1 antagonist
COC(=O)/N=C(/Cc1ccc(OC)cc1)c1ccc(OC)cc1	4%[57.1 µM]	-1.4	-0.8	9%	14%	6	-1%	-8%
COc1ccc(CCC(=O)N2CCN(c3ccc([N+](=O)[O-])cc3)CC2)cc1OC	-3%	-4.5	-0.7	-7%	2%	0	-11%	-5%
COc1cccc(-c2nnc3sc(-c4ccccn4)nn23)c1	-2%	0.3	2.8	0%	-1%	-20	27µM*	-6%
CCOC(=O)c1c(-c2ccccc2)oc2ccc(OCC(O)CNCCN(C)C)cc12 (stereo not drawn)	5%	-4.4	-3.4	4%	5%	17	-3%	-2%
O=C(O)COc1ccc(NC(=O)c2ccc3c(c2)C(=O)N(C2CCCCC2)C3=O)cc1	3%	-9.4	0.2	-9%	9%	4	0%	-15%
CCCC1CC(C(=O)Nc2ccccc2)C(=O)O1 (stereo not drawn)	-7%	0.1	2.9	9%	11%	2	0%	-10%
CCN(CC)S(=O)(=O)c1cc(OC)c(Cl)cc1Cl	1%	-0.1	-0.1	5%	7%	/	0%	0%
CCOC(=O)c1nn(-c2ccc(Cl)cc2)c2nc(Nc3ccccc3)cc(=O)n12	9%	1.5	1.4	-9%	7%	12	-5%	1%
O=C(c1ccc2c(c1)OCO2)N(Cc1ccco1)C1(C(=O)NC2CCCCC2)CCCCC1	3%	-4.8	-3.9	15%	13%	0	-16%	5%
Cc1ccc(-c2cc(NC(=O)c3ccccc3[N+](=O)[O-])n[nH]2)cc1	10%	-0.5	-0.4	-5%	12%	0	0%	-7%
CC(=O)c1c(C)[nH]c(C(=O)CSc2nnc(C)s2)c1C	7%	-3.9	-4.5	-9%	3%	-10	-15%	-7%
Cc1nc2ccc(F)cc2cc1C(=O)NC(C)C	-4%	-0.6	-0.8	-4%	-9%	/	-4%	7%
COC(=O)C1N2C(=O)[C@@H](NC(=O)COc3ccccc3)[C@H]2SC1(C)C (stereo partly drawn)	-2%	-0.2	0.8	-8%	4%	2	-8%	-5%
CCCCC(=O)Nc1c2c(nn1-c1ccc([N+](=O)[O-])cc1)CS(=O)(=O)C2	0%	1.6	-3.2	6%	6%	5	-4%	18%
CC1=NN(C(N)=S)C(=O)C1N=Nc1cc(Cl)ccc1Cl (stereo not drawn)	2%	-0.8	-0.7	11%	-4%	1	27µM*	8%
COc1cccc(CN2CC(C(=O)NCCn3ccc(C)n3)CCC2=O)c1 (stereo not drawn)	-4%	0.9	-4.4	5%	5%	-1	-11%	-16%
CCOC(=O)c1c(C)[nH]c(C)c1C(=O)COC(=O)c1cccnc1SC	0%	-0.9	0.0	1%	13%	0	-7%	-13%
CSc1c(-c2ccccn2)c(N)nn1C(=O)C1CC1	-33%	-1.4	1.3	17%	16%	-4	-10%	8%
COCCn1nnnc1C(c1ccc(OC)cc1OC)N1CCN(c2ccccc2F)CC1 (stereo not drawn)	-3%	-4.6	-0.2	-4%	6%	0	-2%	-7%
COc1ccc(CN(CCC(C)C)S(=O)(=O)c2ccccc2Br)c(OC)c1	-1%	-1.7	-0.5	-16%	-1%	13	-3%	-10%

An excerpt from above in order of their number in CCT chaperon mod, high to low.
structure	CCT chaperon mod
CCCCC(=O)Nc1c2c(nn1-c1ccc([N+](=O)[O-])cc1)CS(=O)(=O)C2	1.6
COc1cccc(CN2CC(C(=O)NCCn3ccc(C)n3)CCC2=O)c1 (stereo not drawn)	0.9
CC1=NN(C(N)=S)C(=O)C1N=Nc1cc(Cl)ccc1Cl (stereo not drawn)	-0.8
CSc1c(-c2ccccn2)c(N)nn1C(=O)C1CC1	-1.4

Next part:
SMILES	WRN helicase inh	CCT chaperon mod	IL2 activator	EPAC1 agonist	EPAC2 ag	PI5P4Ka inh	PLK1 PBD block	EPAC1 antagonist
COCCn1c(SCC(=O)NC2(C#N)CCCCC2)nc2ccccc2c1=O	0%	-21	0.2	-5%	-4%	-1	3%	13%
Cc1ccc(N(CC(=O)NN=C2CCN(C)CC2)S(=O)(=O)c2ccccc2)c(C)c1	2%	0.9	2.4	-1%	-9%	-5	-1%	-11%
O=C(NCc1ccccc1F)C12CC3CC(CC(C3)C1)C2	3%	-1.1	-0.3	3%	12%	1	-16%	2%
CCCOc1ccc(/C=C/C(=O)Nc2ccc([N+](=O)[O-])cc2C)cc1	-1%	-2.3	0.4	13%	1%	3	?	0%
COc1ccc(OCCn2c(=N)n(CCO)c3ccccc32)cc1	0%	-2.6	-0.2	10%	3%	1	-10%	0%
CC1=NNC(=O)C1CCC(=O)N/N=C/c1ccc(Cl)cc1 (stereo not drawn)	1%	-2.8	1.1	8%	-2%	0	-2%	-6%
COc1ccc(/C=N/NC(=O)c2nn(C)cc2Br)cc1CSCc1ccco1	-18%	-4.3	-4.7	8%	1%	-5	-12%	-3%
C[N+](C)(C)CCOC(N)=O	6%	1.1	0.3	-16%	-3%	0	2%	-6%
C[C@H](O)[C@@H](C(=O)N1CCN(C(=O)OC(C)(C)C)CC1)n1cc(CCCCNC(=O)OC(C)(C)C)nn1	-1%	-1.3	0.4	-5%	4%	-1	-7%	-12%
CC(=O)Nc1cc(-c2cccc(F)c2)cn2c(-c3ccc(F)c(Cl)c3)cnc12	-5%[57.1 µM]	0.5	0.5	-10%	-8%	4	-10%	-7%
CN(C1CCCCC1)S(=O)(=O)c1ccc(-n2cnnn2)cc1	-4%	-0.8	1.4	5%	1%	1	-3%	-3%
Cc1ccc(-n2c3c(cc(C(=O)NCc4ccco4)c2=O)C(=O)CCC3)cc1	15%	-1.3	1.4	-3%	-1%	-2	1%	0%
O=C(NNc1c(Cl)cccc1Cl)c1c(F)cccc1Cl	-2%	0.0	3.3	-10%	6%	1	-2%	3%

Some of the compounds tested (hit frequency here may not be typical).
